Source: PubChem
UPR XBP1 act: adaptive UPR (XBP1) activation; CHO-XBP1 luciferase reporter, IRE1-XBP1 UPR activation, luminescence; percent of tunicamycin response, DMSO as zero; activation, % at 20 µM; hit rate 0.33% among 330,000;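 active means versus positive control, 20 µM dose yields 30% or more activation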;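 further: 100% = tunicamycin at 10 µg/mL and 0% = DMSO only wells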
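incubation = overnight seeding at 37 °C, 6 h compound treatment at 37 °C | assay system = CHO-XBP1 cells stably carrying IRE1-XBP1-driven luciferase reporter | input = 1000 cells per well | detection = luciferase luminescence | dosing = single point, 20 µM final compound, 1% DMSO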
Gli-Sufu antag: antagonists of Gli-Sufu signaling; Sufu-KO-LIGHT fibroblasts, Gli luciferase reporter luminescence; inhibition, % at 5 µM; hit rate 0.74% among 340,000; AID 588413;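 active means inhibition above about 55%, limit read from the data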;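 further: 0% = DMSO-treated cells and 100% = wells with medium but no cells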
CCR6 antag: CCR6 (human) receptor antagonism | inhibition, % at 20 µM | hit rate 0.49% among 340,000 | CHO-K1 CCR6 PathHunter beta-arrestin, luminescence, CCL20-stimulated | AID 493098 | P51684;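 active means compounds whose inhibition of the agonist-driven luminescence signal at 20 µM reaches about 50%, limit read from the data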;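 further: cells stimulated with CCL20 at 14 nM final; plate controls were DMSO with CCL20 for no effect and DMSO without agonist for full effect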
Target sequence (P51684 whole entry, looked up): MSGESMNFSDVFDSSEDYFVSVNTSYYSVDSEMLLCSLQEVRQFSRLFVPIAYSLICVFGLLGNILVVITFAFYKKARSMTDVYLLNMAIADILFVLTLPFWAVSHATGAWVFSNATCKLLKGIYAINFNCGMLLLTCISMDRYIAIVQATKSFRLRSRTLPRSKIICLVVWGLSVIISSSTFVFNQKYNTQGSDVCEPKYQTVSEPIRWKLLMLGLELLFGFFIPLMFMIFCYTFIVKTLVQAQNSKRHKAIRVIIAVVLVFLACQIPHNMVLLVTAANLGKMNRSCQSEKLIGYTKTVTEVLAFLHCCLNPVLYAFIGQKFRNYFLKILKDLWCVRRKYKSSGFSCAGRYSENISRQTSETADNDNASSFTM
UPR CHOP act: activators of apoptotic arm of unfolded protein response (CHOP); hit rate 0.34% among 330,000; CHO-CHOP luciferase reporter, UPR activation, luminescence; percent of tunicamycin response over DMSO baseline; AID 449763; activation, % at 10 µM;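 active means at 10 µM dose, activation of 40% or more, normalized to positive control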;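 further: 100% = tunicamycin at 10 µg/mL and 0% = DMSO alone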
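Assay system: CHO cells with stable CHOP pathway luciferase reporter; Buffer or medium: F12 plus 10% serum; Times: 16-18 h cell attachment, then 6 h compound exposure, 37 °C; Signal: luciferase luminescence; Read-out basis: percent activation relative to tunicamycin control; Control set: tunicamycin high control, DMSO low control.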
Mdm2 MdmX PPI: human Mdm2/MdmX binding inhibition; O15151+Q00987; SaOS-2 split-luciferase Mdm2/MdmX complementation, luminescence; inhibition, % at 8 µM; hit rate 3% among 330,000;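 active means inhibition of at least 50% at 8 µM in the primary screen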
EBI2 antag: blocks human EBI2 receptor beta-arrestin signaling; inhibition, % at 5 µM; hit rate 0.81% among 360,000; EBI2 beta-arrestin recruitment, luminescence, 7a,25-OHC stimulated; P32249; AID 651636; in the data active means inhibition above about 38%;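 further: enzyme fragment complementation signal reports receptor beta-arrestin coupling in cells; 0% = agonist plus DMSO wells and 100% = wells without agonist; some results beyond the cut were filed as inactive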
Target sequence (P32249 whole entry, looked up, the tested form may be a part): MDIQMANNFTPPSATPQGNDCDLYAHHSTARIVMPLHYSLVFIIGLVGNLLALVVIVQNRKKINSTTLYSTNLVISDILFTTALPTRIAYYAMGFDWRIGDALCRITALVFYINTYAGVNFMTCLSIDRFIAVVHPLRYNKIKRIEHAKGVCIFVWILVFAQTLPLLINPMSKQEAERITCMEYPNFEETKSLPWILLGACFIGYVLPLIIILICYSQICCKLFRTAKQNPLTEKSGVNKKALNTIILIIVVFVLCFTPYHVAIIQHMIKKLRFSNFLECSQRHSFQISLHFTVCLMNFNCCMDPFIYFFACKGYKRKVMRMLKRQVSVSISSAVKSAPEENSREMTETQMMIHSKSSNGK
CXCR6 block: inhibitors of human CXCR6 receptor; CHO-K1 PathHunter CXCR6 beta-arrestin, luminescence; AID 602244; inhibition, % at 20 µM; hit rate 0.36% among 360,000; in the data active means inhibition above about 34%, passing the limit was not always enough;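 further: antagonist mode with CXCL16 agonist at 10 nM final; 0% = 10 nM CXCL16 with DMSO and 100% = unstimulated wells without agonist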
Jurkat NFkB inh: lowers PMA/ionomycin-induced NF-kB signal in Jurkat cells. PMA/ionomycin-induced NF-kB luciferase reporter, luminescence. inhibition, % at 4 µM. hit rate 0.53% among 330,000. AID 435003; in the data active means inhibition above about 50%
697 NFkB inh: inhibitors of the PMA/ionomycin-induced NF-kB reporter in 697 B cells. inhibition, % at 4 µM. hit rate 0.33% among 330,000. 697 B-cell NF-kB luciferase reporter, 16 h; in the data active means inhibition above about 35%
* = called active by the depositor; · = no result given.

item	SMILES	UPR XBP1 act	Gli-Sufu antag	CCR6 antag	UPR CHOP act	Mdm2 MdmX PPI	EBI2 antag	CXCR6 block	Jurkat NFkB inh	697 NFkB inh
1	O=C(C1=C(O)C(=O)N(Cc2ccccc2)C1c1ccco1)c1ccco1 (stereo unspecified)	1	-8	-10	-3.0	17	-14	2	3	13
2	COc1ccc(C(=O)NCC(C)(C)N2CCOCC2)cc1S(=O)(=O)NCc1ccc(Cl)cc1	·	0	3	·	·	-4	-4	·	·
3	COC(=O)c1c(NC(=O)c2ccco2)sc2c1CCC2	7	13	5	0.3	-18	18	13	-16	-4
4	COc1ccccc1N1CCN(C(=O)Cn2nc(C(F)(F)F)c3c2CCC3)CC1	-7	0	-7	-2.6	7	0	4	-19	-5
5	Cn1c(NCc2cccnc2)nc2c1c(=O)n(Cc1ccccc1F)c(=O)n2C	1	7	18	-1.1	16	-8	-2	13	11
6	O=C(Cn1c(=O)oc2cc(S(=O)(=O)N3CCCC3)ccc21)N1CCN(C2CCCCC2)CC1	-1	6	9	-2.4	20	-4	0	-5	32
7	COCCn1cnc2c1c(=O)n(CC(=O)NN)c(=O)n2Cc1ccccc1	-5	2	-2	1.1	18	5	3	5	4
8	CC(C)(C)n1cnnc1Sc1ncccc1[N+](=O)[O-]	-3	8	-7	1.0	-4	-8	-3	-4	-3
9	C=CCNC(=O)c1ccc(CN2CCC(Cc3ccccc3)CC2)cc1	-3	56*	17	2.3	11	12	2	19	-3
10	COc1ccc(Cc2nc3ccc(C(=O)N4CCOCC4)cc3o2)cc1	1	-57	-16	8.6	-70	3	0	-85	-154
11	CCOc1ccc(-c2csc(NC(=O)c3cccc(N4C(=O)CCC4=O)c3)n2)cc1	5	-3	8	1.4	-6	9	-10	11	14
12	CC1(C)Cc2c(c(-c3ccccc3)nc3sc4c(=O)[nH]c(=S)[nH]c4c23)CO1	-2	13	5	0.8	13	·	·	12	7
13	CCOC(=O)N1CCN(C(=S)Nc2cccc(C)c2C)CC1	0	5	-4	0.9	-18	-4	-2	-7	-24
14	CCOC(=O)C1=C(C)C2C3C(=O)N(c4cc(C)ccc4C)C(=O)C3C1(C)C1C(=O)N(c3cc(C)ccc3C)C(=O)C21 (stereo unspecified)	-3	-2	2	-0.5	9	-1	-9	-7	5
15	CCN(C(=O)COC(=O)/C=C/c1ccc(Cl)c(Cl)c1)c1c(N)n(Cc2ccccc2)c(=O)[nH]c1=O	·	11	8	·	·	-8	10	·	·
16	CCOC(=O)c1cc(NC(=O)CSc2nnc(CN3CCOCC3)n2C)ccc1Cl	0	-16	-13	2.8	20	5	-6	12	12
17	COc1ccccc1-c1cccc([C@@H]2C[C@H]3[C@H](CON3C)CN2S(=O)(=O)c2ccccc2C)c1	·	-5	11	·	·	4	-2	·	·
18	COc1cc(-c2nc3ccc(C)cn3c2Nc2ccc3c(c2)OCCO3)ccc1O	1	21	20	-1.5	34	-1	-6	-32	-41
19	O=c1[nH]c(CN2CCN(c3ccccc3)CC2)nc2ccccc12	0	-4	9	-1.5	5	-11	0	-6	-1
20	Cc1cc(Br)ccc1NC(=O)CNC(=O)CNc1cccc([N+](=O)[O-])c1	-3	6	15	-0.2	34	2	6	4	11
21	OCC1CCCN(Cc2cn(Cc3ccccc3)nc2-c2cc3ccccc3o2)C1 (stereo unspecified)	-2	-4	6	-0.6	26	2	19	-17	14
22	COC(=O)Cc1ccc(NC(=O)c2cccs2)cc1	0	-33	-8	7.7	-24	2	-5	-33	-33
23	COc1ccccc1C(=O)Nc1ccc(S(=O)(=O)Nc2onc(C)c2C)cc1	-1	-4	9	-0.2	21	8	-2	0	2
24	COCCn1c(COc2cccc(OC)c2)nnc1SCC(=O)NC1CCCCC1	3	4	-11	-1.1	-5	-4	2	-3	0
25	COC(=O)c1ccc(S(=O)(=O)N2CCN(CCO)CC2)n1C	1	-9	-4	-1.9	7	-3	7	-18	-12

Already shown: an excerpt of the list.
item	SMILES	UPR XBP1 act	Gli-Sufu antag	CCR6 antag	UPR CHOP act	Mdm2 MdmX PPI	EBI2 antag	CXCR6 block	Jurkat NFkB inh	697 NFkB inh
1	O=C(C1=C(O)C(=O)N(Cc2ccccc2)C1c1ccco1)c1ccco1 (stereo unspecified)	1	-8	-10	-3.0	17	-14	2	3	13
2	COc1ccc(C(=O)NCC(C)(C)N2CCOCC2)cc1S(=O)(=O)NCc1ccc(Cl)cc1	·	0	3	·	·	-4	-4	·	·

Continuation:
item	SMILES	UPR XBP1 act	Gli-Sufu antag	CCR6 antag	UPR CHOP act	Mdm2 MdmX PPI	EBI2 antag	CXCR6 block	Jurkat NFkB inh	697 NFkB inh
26	COc1ccc(CC(=O)NC(=S)Nc2cccc(CO)c2)cc1	0	7	11	1.1	-11	-1	-5	3	10
27	Cc1ccc[n+](-c2nc([O-])sc2C=O)c1	-3	0	11	-0.2	-2	0	-8	-8	3
28	CC(=O)Nc1c2c(nn1-c1ccc(C)cc1)CS(=O)(=O)C2	-5	5	2	-0.1	-7	-10	4	-12	0
29	Cc1nc(Nc2ccc3c(c2)OCCO3)c2c(C)c(C)sc2n1	10	7	2	0.2	10	-1	-1	-1	-4
30	Cc1ccc(C(=O)c2oc3ccc(Cl)cc3c2NC(=O)CN2CCN(C)CC2)cc1	6	-4	33	9.3	82*	7	3	4	5
31	C/C(CC(=O)Nc1ccccn1)=N\NC(=O)c1cccc(C)c1	5	2	-4	-0.2	6	-7	0	5	11
32	CCc1ccc(NC(=S)N2CCN(C)CC2)cc1	-5	-7	-8	3.3	4	4	-2	4	8
33	CCOc1cc(C2C(C(=O)c3ccccc3)=C(C(=O)OC)Nc3nnnn32)ccc1O (stereo unspecified)	-4	2	14	-1.0	-10	10	14	-3	21
34	NS(=O)(=O)c1ccc(CCNC(=O)COC(=O)CCN2C(=O)C3CC=CCC3C2=O)cc1 (stereo unspecified)	2	1	1	-0.3	6	-2	5	4	10
35	CN(C)N=Nc1ccc(S(=O)(=O)N2CCSC2C(=O)O)cc1 (stereo unspecified)	-1	3	-9	-0.1	13	-17	-10	-2	23
36	CCOc1ccc(Br)cc1C1=CC(=O)C[C@H](c2ccc(OC)cc2)C1	2	9	31	1.3	55*	17	5	65*	-53
37	Cc1cc(C(=O)NC(C)CCC(C)C)c2ccccc2n1 (stereo unspecified)	-1	-1	11	0.4	-19	7	2	-8	-23
38	CCOC(=O)C1(Cc2cccc(F)c2)CCN(CC2CC2)CC1	3	12	10	0.1	2	1	8	-6	-27
39	CCN(C(=O)COC(=O)c1cccs1)c1c(N)n(Cc2ccccc2)c(=O)[nH]c1=O	-2	-8	8	-1.5	7	-3	-1	6	-12
40	CC(O)C1CCC2C3CCC4CC(O)CCC4(C)C3C(=O)CC12C (stereo unspecified)	·	-1	8	·	·	-3	3	·	·
41	C#CCOCCOCCOCCNc1nc(N2CCN(C(=O)[C@H](CCCCN)n3cc([C@@H](N)CO)nn3)CC2)nc(N2CCN(C(=O)[C@H](Cc3cc4ccccc4[nH]3)n3cc([C@@H](N)CC(C)C)nn3)CC2)n1	0	·	·	1.4	8	·	·	3	17
42	CSC1=NNC(c2ccc(C(C)(C)C)cc2)=NN1	2	-8	-5	4.0	-24	4	-6	-32	-42
43	Cn1ccc(NC(=O)Nc2cccc(C(F)(F)F)c2)n1	-1	-7	13	1.0	14	-3	-13	0	12
44	O=C(O)CCCCCn1c(SCC(=O)N2CCCC2)nc2ccsc2c1=O	-1	-3	-4	-0.7	15	-15	8	12	15
45	COCCn1c(SCc2nc3ccccc3c(=O)[nH]2)nc2ccccc2c1=O	-2	-4	5	-1.0	24	10	-1	6	-10
46	CC1=CC(C)(C)Nc2ccc(OS(=O)(=O)c3ccc(C)cc3)cc21	-1	2	11	-1.7	3	42*	-2	1	13
47	COC(=O)c1ccc(C)c(NS(=O)(=O)c2ccc(OC)cc2)c1	10	32	14	-2.5	70*	-10	-4	36	13
48	Cc1ccc(C2Oc3ccccc3C3=C2C(c2cccs2)n2ncnc2N3)cc1 (stereo unspecified)	4	3	4	3.3	58*	12	2	30	-15
49	CCCC(c1nnnn1CCC(C)C)N1CCC(C(N)=O)CC1 (stereo unspecified)	-2	-6	-25	-1.0	40	-6	-4	0	-4
50	O=C(Nc1ccc(Cl)c(Cl)c1)Oc1ccc(NC(=O)c2ccco2)cc1	1	-2	-11	-1.3	33	0	-13	-1	-9

(further entries)
item	SMILES	UPR XBP1 act	Gli-Sufu antag	CCR6 antag	UPR CHOP act	Mdm2 MdmX PPI	EBI2 antag	CXCR6 block	Jurkat NFkB inh	697 NFkB inh
51	CCOC(=O)c1nc(Nc2ccc(N3CCC(C)CC3)cc2)c2ccccc2n1	2	5	5	-0.9	7	-5	-1	-8	-22
52	O=C(CNC(=O)c1ccccc1Cl)NCCc1cccs1	0	1	15	0.7	-4	3	1	-1	12
53	COCCCNC(=O)C1CCC(=O)N(c2ccc3c(c2)OCO3)C1c1ccc(OC)cc1 (stereo unspecified)	-2	-1	6	0.6	3	-2	1	8	16
54	CC1(c2ccc([N+](=O)[O-])cc2)Nc2ccccc2S1 (stereo unspecified)	-1	1	17	4.8	-6	6	-14	-36	-31
55	Cc1ccc(S(=O)(=O)n2c3ccc(Cl)cc3c3nc(C)sc32)cc1	·	-2	10	·	·	36	4	·	·
56	CCN(CC)c1ccc(N2C(=O)/C(=C/c3cccnc3)SC2=S)cc1	1	6	12	0.7	8	8	0	-7	-9
57	Cc1nnc(NC(=O)CSc2n[nH]c(-c3ccccc3)n2)s1	2	2	10	1.1	12	-9	-5	8	6
58	C[C@H](CO)N1C[C@H](C)[C@@H](CN(C)C(=O)NC2CCCCC2)Oc2ccc(NC(=O)Cc3ccccc3)cc2C1=O	-2	-5	2	1.0	-6	-3	10	6	-8
59	CSc1nc(-c2ccccc2)c(C#N)c(=O)[nH]1	-1	3	-1	-1.9	-5	13	6	-4	14

Ordered by the number under CXCR6 block (highest first): three from the list above
no. | compound | CCR6 antag | Mdm2 MdmX PPI | EBI2 antag | CXCR6 block | Jurkat NFkB inh | 697 NFkB inh
52 | O=C(CNC(=O)c1ccccc1Cl)NCCc1cccs1 | 15 | -4 | 3 | 1 | -1 | 12
56 | CCN(CC)c1ccc(N2C(=O)/C(=C/c3cccnc3)SC2=S)cc1 | 12 | 8 | 8 | 0 | -7 | -9
51 | CCOC(=O)c1nc(Nc2ccc(N3CCC(C)CC3)cc2)c2ccccc2n1 | 5 | 7 | -5 | -1 | -8 | -22

Random draw from the library. Share with any hit: about 5%.
